Assay outcomes as filed in PubChem.
NadD inh: inhibitors of Staphylococcus aureus NadD. inhibition, % at 20 µM. hit rate 0.78% among 360,000. purified NadD enzyme, colorimetric absorbance read-out. AID 602399; in the data active means inhibition above about 26%; further: some compounds past the cut are filed as inactive
Rin1 Abl inh: human Rin1-Abl interaction inhibition; TR-FRET Rin1/Abl binding, biochemical; hit rate 0.4% among 360,000; AID 588664; inhibition, % at 7.35 µM; P00519+Q13671; in the data active means inhibition above about 5%, passing the limit was not always enough
SKN-1 block: inhibitors of C. elegans SKN-1. C. elegans VP596 Pgst-4::GFP/RFP ratio, acrylamide-induced, 24 h. inhibition, % at 21.8 µM. hit rate 0.49% among 360,000;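 active means interference check ratio from 0.5 to 1.5 plus GFP to RFP signal ratio inhibition reaching or exceeding a fixed threshold, cut at about 30% in these data, passing the limit was not always enough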; further: some compounds called inactive have numbers as strong as hits
MLLE-PAM2 inh: inhibitors of microRNA-mediated deadenylation, human PABP1 MLLE binding; GST-MLLE / FITC-PAM2 fluorescence polarization; inhibition, % at 20 µM; hit rate 0.36% among 360,000; in the data active means inhibition above about 35%, passing the limit was not always enough;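 further: plate controls were DMSO wells with GST-MLLE for no effect and wells lacking GST-MLLE protein for full effect; some results filed as inactive read as strong as hits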
Target sequence (P11940 whole entry, looked up): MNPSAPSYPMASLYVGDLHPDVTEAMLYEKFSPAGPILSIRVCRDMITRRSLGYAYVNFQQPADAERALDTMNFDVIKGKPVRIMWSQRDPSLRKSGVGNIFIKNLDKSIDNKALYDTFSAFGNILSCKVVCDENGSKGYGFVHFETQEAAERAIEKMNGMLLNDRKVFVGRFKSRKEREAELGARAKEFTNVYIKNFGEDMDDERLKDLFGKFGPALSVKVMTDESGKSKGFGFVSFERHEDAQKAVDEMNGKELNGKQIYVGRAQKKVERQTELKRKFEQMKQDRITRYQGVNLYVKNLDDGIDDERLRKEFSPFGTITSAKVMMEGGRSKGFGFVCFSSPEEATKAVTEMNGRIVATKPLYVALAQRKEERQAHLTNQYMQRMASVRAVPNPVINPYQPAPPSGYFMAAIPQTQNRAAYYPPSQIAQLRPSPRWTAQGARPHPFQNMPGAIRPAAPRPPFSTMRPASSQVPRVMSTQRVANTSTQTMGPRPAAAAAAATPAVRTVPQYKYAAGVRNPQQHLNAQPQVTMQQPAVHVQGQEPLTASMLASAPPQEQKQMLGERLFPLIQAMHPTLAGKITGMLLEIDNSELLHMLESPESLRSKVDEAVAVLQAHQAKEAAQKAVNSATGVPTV
CSN deneddyl inh: CSN deneddylation inhibition. inhibition, % at 12.5 µM. Purified CSN, SCF-Nedd8-OG deneddylation, fluorescence polarization. Q92905. hit rate 0.38% among 360,000. AID 651999;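 active means pattern-corrected inhibition above about 35%, with an unprinted fluorescence ratio check between 0.5 and 1.5, limit read from the data, passing the limit was not always enough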;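 further: 0% = enzyme with substrate and 100% = substrate without enzyme; some results filed as inactive read as strong as hits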
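Material: human Csn5 produced in HEK293T cells; Input: enzyme 0.24 nM; Reagent: SCFSkp2-Nedd8OG substrate at 10 nM final; Dosing: 12.5 µM compound; Incubation: 90 min reaction at room temperature; Detection: fluorescence polarization of the substrate; Evaluation: % inhibition of substrate cleavage by Csn5; Control set: substrate-only high control, full reaction low control.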
Neddyl block: cullin neddylation inhibition; P61081+Q13564; TR-FRET cullin neddylation, biochemical; calls only at 25 µM; hit rate 0.58% among 360,000; in the data active means inhibition above about 36%
MT1-MMP act inh: blocks activation of human MT1-MMP. GFP/RFP ratio change, % at 20 µM. AID 651647. P50281. HT1080 RFP-PRO-GFP cells, GFP/RFP ratio fluorescence, overnight; percent of plate control window, DMSO zero. hit rate 0.061% among 360,000;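 active means GFP/RFP ratio change of at least 30% with cell ATP level not reduced by more than half and red fluorescence within 50% of control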; further: strong numbers were not always called active
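Assay system: HT1080 RFP-PRO-GFP cells | Dosing: 20 µM single dose, 1% DMSO | Incubation: Cells overnight before dosing, compound overnight, 37 °C, 5% CO2 | Evaluation: GFP/RFP fluorescence ratio | Control set: DMSO-only wells and HT1080 RFP-L50D-GFP cell wells as references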
FAS TE block: FAS thioesterase (human) inhibition; recombinant FAS-TE, OMFH fluorogenic substrate, fluorescence endpoint; inhibition, % at 15 µM; hit rate 0.67% among 360,000; AID 602261;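 active means compounds whose normalised, plate-corrected inhibition of enzyme fluorescence in the single-dose primary screen is 50% or more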;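 further: 0% = DMSO with enzyme and 100% = substrate without enzyme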
Rpn11 inh: blocks the human proteasome subunit Rpn11; O00487; human 26S proteasome, Ub4-pepOG fluorescence polarization; 20S core pre-blocked with epoxomicin; calls only at 20 µM; hit rate 0.59% among 360,000;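 active means inhibition at 20 µM, scaled to each plate's controls, above about 33%, limit read from the data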
Target sequence (O00487 whole entry, looked up): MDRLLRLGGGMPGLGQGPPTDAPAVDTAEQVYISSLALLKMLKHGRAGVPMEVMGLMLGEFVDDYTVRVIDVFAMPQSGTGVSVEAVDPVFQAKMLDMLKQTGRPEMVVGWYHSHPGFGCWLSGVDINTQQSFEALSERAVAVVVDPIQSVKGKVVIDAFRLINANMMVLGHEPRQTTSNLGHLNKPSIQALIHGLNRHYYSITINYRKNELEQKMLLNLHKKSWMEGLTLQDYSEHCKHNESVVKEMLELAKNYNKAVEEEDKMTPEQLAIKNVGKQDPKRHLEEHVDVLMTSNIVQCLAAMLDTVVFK
Active calls of the source: *; i = inactive.

SMILES	NadD inh	Rin1 Abl inh	SKN-1 block	MLLE-PAM2 inh	CSN deneddyl inh	Neddyl block	MT1-MMP act inh	FAS TE block	Rpn11 inh
CCc1ccc(OCC(=O)OC(C)C(=O)Nc2ccc(Cl)cn2)cc1 (stereo not given)	-9	3	9	13	-5	i	2	7	i
Cn1c(SCC(=O)NCC2CCCO2)nnc1-c1ccco1 (stereo not given)	-5	4	3	-4	-4	i	-3	-5	i
CCC(Oc1ccccc1)C(=O)Nc1ccc(S(=O)(=O)Nc2cc(C)on2)cc1 (stereo not given)	-1	1	-2	3	7	i	0	-6	i
COc1ccc(CCN(CC(=O)NC(C)(C)C)C(=O)Cn2nnc(-c3ccc(C)o3)n2)cc1OC	1	2	14	-5	-1	i	2	0	i
COc1cc(-c2cc(NC=O)c3ncc(-c4ccc(C(C)=O)cc4)n3c2)ccc1O	6	-8	-14	-21	-2	i	5	9	i
Nc1nnc(CSCc2ccccc2)s1	3	-1	-3	-3	0	i	2	-3	i
Cc1nc2ccc(NC(=S)N3CCN(c4ccccn4)CC3)cc2nc1C	-3	-3	-17	-96	-3	i	5	-4	i
COc1cccc(CC(=NO)c2cccc(OC)c2)c1	-5	1	4	-1	-2	i	-4	-3	i
COC(=O)CSc1nnc(CNC(=O)c2ccco2)n1-c1ccc(F)cc1	-4	0	-1	-9	-2	i	-2	-5	i
CC(=O)N1c2ccc(S(=O)(=O)NCCc3ccccc3)cc2CC1C (stereo not given)	-9	1	15	-15	7	i	-2	1	i
O=C(O)COCC(=O)Nc1ccc(Oc2ncnc3cc(Cl)ccc23)nc1	-3	-1	-11	-5	4	i	2	-3	i
O=S(=O)(NCC(O)COCc1ccco1)c1cccs1 (stereo not given)	-6	-2	-3	15	6	i	7	-8	i

Gathered by group, the compounds so far containing a Cl atom (2)
SMILES	NadD inh	Rin1 Abl inh	SKN-1 block	MLLE-PAM2 inh	CSN deneddyl inh	Neddyl block	MT1-MMP act inh	FAS TE block	Rpn11 inh
CCc1ccc(OCC(=O)OC(C)C(=O)Nc2ccc(Cl)cn2)cc1 (stereo not given)	-9	3	9	13	-5	i	2	7	i
O=C(O)COCC(=O)Nc1ccc(Oc2ncnc3cc(Cl)ccc23)nc1	-3	-1	-11	-5	4	i	2	-3	i

Next part:
SMILES	NadD inh	Rin1 Abl inh	SKN-1 block	MLLE-PAM2 inh	CSN deneddyl inh	Neddyl block	MT1-MMP act inh	FAS TE block	Rpn11 inh
CCOCCCNC(=O)CN1C(=O)COc2ccc(S(=O)(=O)N3CCCCCC3)cc21	4	-1	10	6	-3	i	0	-1	i
CCN1CCCC1CNC(=O)c1cc2ccc(OC)cc2[nH]1 (stereo not given)	5	-1	-2	-22	-3	i	-1	-5	i
CC1CCCCN1C(=O)Cc1ccc(Cl)cc1 (stereo not given)	6	2	8	3	1	i	-5	0	i
CCn1cc2nc(SCC(=O)Nc3ccc(OC)cc3OC)n(Cc3ccc(OC)cc3)c(=O)c2n1	3	1	5	1	2	i	-12	13	i
O=C(O)CC(Cc1ccc(Br)cc1)C(=O)Nc1ccccc1 (stereo not given)	1	1	6	4	-6	i	-1	-4	i
COc1ccc(OCC(O)CN2CCN(c3ccccc3)CC2)cc1 (stereo not given)	-3	1	-3	11	-2	i	2	-5	i
COc1ccc(CC(=O)Nc2ccc3c(C)cc(=O)oc3c2)cc1OC	0	0	3	5	5	i	0	-7	i
C/C(=N/NC(=O)c1sc(NS(=O)(=O)c2ccccc2)nc1C)c1ccccc1	9	0	-1	15	0	i	-3	-1	i
CCc1ccc(NC(=O)CC2C(=O)NCCN2C(=O)c2ccccc2OC)cc1 (stereo not given)	3	6	6	4	2	i	-4	1	i
CC(=O)N1CCSc2ccc(S(=O)(=O)NCCc3ccc(C)cc3)cc21	-1	-1	16	-11	0	i	2	-2	i
CCCN1CCN(CCCNC(=O)CN2C(=O)C(CC)Oc3ccccc32)CC1 (stereo not given)	-6	-4	1	4	-2	i	0	-4	i
COc1ccccc1C1CC(=O)Oc2cc(C)c(Cl)cc21 (stereo not given)	-7	-3	7	7	1	i	1	18	i

Not a retest: an excerpt of the list.
SMILES	NadD inh	Rin1 Abl inh	SKN-1 block	MLLE-PAM2 inh	CSN deneddyl inh	Neddyl block	MT1-MMP act inh	FAS TE block	Rpn11 inh
C/C(=N/NC(=O)c1sc(NS(=O)(=O)c2ccccc2)nc1C)c1ccccc1	9	0	-1	15	0	i	-3	-1	i
CCc1ccc(NC(=O)CC2C(=O)NCCN2C(=O)c2ccccc2OC)cc1 (stereo not given)	3	6	6	4	2	i	-4	1	i
CC(=O)N1CCSc2ccc(S(=O)(=O)NCCc3ccc(C)cc3)cc21	-1	-1	16	-11	0	i	2	-2	i

(listing goes on)
SMILES	NadD inh	Rin1 Abl inh	SKN-1 block	MLLE-PAM2 inh	CSN deneddyl inh	Neddyl block	MT1-MMP act inh	FAS TE block	Rpn11 inh
Cc1ccc(CN2CCN(CCCn3cccn3)CC2CCO)cc1 (stereo not given)	-4	-3	-3	-1	-2	i	4	-7	i
COc1ccc(C(=O)CC(=O)C(=O)Nc2cccc(F)c2)cc1	-5	0	-16	-4	7	i	3	9	i
Cc1ccc(C=Nc2cccnc2N)cc1	-1	-8	9	20	-15	i	-35	-6	i
Cc1occc1C(=O)NC(C)C1CCCO1 (stereo not given)	0	-6	6	6	-1	i	-4	-7	i
C/C(=N\OCc1ccccc1)c1c(O)cc(C(C)C)n(-c2ccccc2)c1=O	-2	-1	7	-4	0	i	2	1	i
O=C1CC2(CCN(C(=O)C(=O)c3c[nH]c4ccccc34)CC2)Oc2ccccc21	-3	-1	7	14	3	i	-16	-1	i
COc1ccc(C2=Nn3c(nnc3-c3ccccc3Cl)SC2)cc1OC1CCCC1	6	2	25	-12	4	i	8	14	i
CC1CC(C)CN(CCCNC(=O)CCNC(=O)Cn2cnc3ccccc3c2=O)C1 (stereo not given)	2	0	13	5	0	i	-2	-3	i
CC1CCCC(C)N1CC(C)(C)NS(=O)(=O)c1ccc(Cl)cc1 (stereo not given)	-4	-2	2	1	1	i	3	-6	i
O=C1CCCc2nc3c(cc21)C(O)Oc1c-3ccc2ccccc12 (stereo not given)	-9	1	6	3	4	i	4	-4	i
CCn1c(SCC(=O)NNC(=O)c2ccccc2)nnc1-c1ccco1	-2	1	8	8	-5	i	-1	-1	i
C=CCOc1ccc(C(=O)Nc2ccc(OCC)cc2)cc1	7	1	-1	4	3	i	8	0	i
O=C(Nc1cccc([N+](=O)[O-])c1)c1ccc(CN2CCOCC2)cc1	-4	-1	-5	3	-2	i	2	4	i
CCOC(=O)C1CCN(S(=O)(=O)c2ccc3[nH]c(=O)ccc3c2)CC1	2	0	12	0	-2	i	3	-9	i
Cn1nnnc1NCc1ccccc1F	1	1	0	-3	1	i	-1	-5	i
O=C(CCNC(=O)c1ccc(Cl)cc1)NCc1ccco1	-4	2	12	-15	-2	i	-1	-7	i
O=C(Nc1ccc(Oc2cccnc2)cc1)c1ccccc1F	6	-4	-2	3	2	i	0	-6	i
CCn1c(SCC(=O)NC2CCCCC2C)nnc1-c1ccc(OC)cc1 (stereo not given)	-1	-1	-7	-16	0	i	8	-6	i
COc1ccc(C(=O)c2ccc(N3CCN(C(=O)c4ccc(F)cc4)CC3)c(F)c2)cc1Br	0	0	-9	5	7	i	5	19	i
O=C(CN1CCCc2ccccc21)NCCc1ccc(F)cc1	3	-6	-6	0	2	i	-37	3	i
O=C(O)C[C@@H](CNC(=O)COc1ccc2ccc(=O)oc2c1)c1ccc(Cl)cc1	-8	4	-12	-10	-2	i	-2	-4	i
Cc1ccccc1NC(=O)N1CCNC(=O)C1CC(=O)Nc1cc(Cl)ccc1Cl (stereo not given)	0	0	4	-2	-5	i	0	-3	i
Cc1ccc(S(=O)(=O)N2CC3(O)CN(C(=O)OC(C)C)N(C(=O)OC(C)C)CC3(OC(=O)Nc3cccs3)C2)cc1 (stereo not given)	-3	1	17	21	-4	i	-1	10	i
O=C(NC1CCCCC1)c1ccccc1NC(=S)NC(=O)C1CC1	0	2	-9	-8	-6	i	2	-7	i
CCC(C(=O)Nc1ccc(S(=O)(=O)Nc2ncccn2)cc1)c1ccccc1 (stereo not given)	-1	0	-3	5	6	i	1	-5	i
CCOC(=O)C(NCc1ccco1)(NC(=O)c1ccc(OC)cc1)C(F)(F)F (stereo not given)	-5	2	9	-8	2	i	5	-6	i
NC(=O)/C(=C\c1ccc([N+](=O)[O-])o1)c1ccco1	-1	-7	-6	-11	2	i	1	-4	i
Oc1ccc(C(=Nc2ccccc2)c2ccccc2)c(O)c1	-5	3	-12	2	0	i	-6	12	i
CCN(CC)CCCNC(=O)c1cn(-c2cccc(OC)c2)c(=O)c2ccccc12	-3	2	-3	-9	3	i	-8	-6	i
COc1ccc(OC)c(CC(NC(C)=O)C(=O)NC2CCN(S(=O)(=O)c3ccc(NC(C)=O)cc3)CC2)c1 (stereo not given)	-1	-1	17	13	-2	i	2	-2	i
COc1cc(C(=O)N2CCC(C(N)=O)CC2)ccc1OCc1c(C)noc1C	-4	2	10	-7	-2	i	1	-7	i
CCCNC(=O)C1CN(S(=O)(=O)c2ccc(C)cc2)c2ccccc2O1 (stereo not given)	-5	1	-3	0	4	i	-1	3	i
COc1ccc2c(c1OC)C(=O)OC2c1c(O)nc(SC)n(-c2ccccc2)c1=O (stereo not given)	0	0	-3	1	-1	i	-2	-1	i
N#Cc1ccc(S(=O)(=O)Nc2ccc3ccccc3n2)cc1	-4	-2	6	-8	1	i	0	-4	i
CCC(C(=O)Nc1ccccc1C(=O)N1CCCC1)N1C(=O)c2ccccc2C1=O (stereo not given)	-1	-3	-2	1	0	i	2	-5	i
COc1ccc(CCC(=O)N2CCCC(Nc3ccc(C)c(C)c3)C2)cc1OC (stereo not given)	0	3	10	-10	-1	i	-1	-1	i
CCOc1ccc(S(=O)(=O)NCCCl)cc1	-5	-2	-1	0	1	i	4	0	i
O=C(NCc1cc([N+](=O)[O-])ccc1O)c1cccnc1Sc1ccccc1	-4	0	19	-6	3	i	-4	1	i
CC(C)c1ccc(NC(=O)C(c2ccccc2)N2CCN(C=O)CC2)cc1 (stereo not given)	2	-3	1	-3	-4	i	-12	5	i
Cc1nc(CCNC(=O)CC2C(=O)NCCN2CC(C)(C)C)nc2c1CCC2 (stereo not given)	-10	2	2	20	-2	i	-5	-5	i
COc1ccc(CC(=O)O/N=C(\N)c2ccncc2)cc1OC	3	-1	11	7	1	i	4	-1	i
O=C(NCc1cccnc1)/C(=C/c1ccco1)NC(=O)c1ccccc1	-1	0	-12	15	3	i	-6	-8	i
CC1CCCN(CC(O)COc2ccc(S(=O)(=O)N3CCCC3)cc2[N+](=O)[O-])C1 (stereo not given)	-3	1	1	0	1	i	3	-6	i
Cc1ccc(Nc2c(-c3ccc(N4CCOCC4)cc3)nc3ncccn23)cc1C	9	-2	19	-29	-1	i	-4	12	i
CCOC(=O)c1c(/N=C/C2C(=O)CCCC2=O)sc(C)c1C	3	-1	3	13	5	i	0	-8	i
COC(=O)c1cc(-c2c[nH]c3ccccc23)n[nH]1	-2	-1	-6	3	5	i	6	-3	i
CCc1c(C#N)c(SCCC(=O)Nc2ccc(F)cc2)nc2c1C(=O)CC(C)(C)C2	-5	-3	1	3	5	i	-3	30	i
COc1cc(S(=O)(=O)NC2CCCCC2)ccc1Cl	0	-2	16	-2	-4	i	2	3	i
COC(=O)[C@@H]1CCCN1C(=O)c1cc(COc2cccc3cccnc23)on1	0	-3	-5	11	-3	i	-3	-7	i
